Screens deposited in PubChem BioAssay by National Center for Advancing Translational Sciences (NCATS).
DRD3 agonist – qHTS of D3 Dopamine Receptor Agonist: qHTS; D(3) dopamine receptor (Homo sapiens), P35462; D3R DiscoveRx beta-arrestin cells, luminescence, 90 min; max activation, %; actives 0.58% (n = 410,000); AID 652048, 2013; in the data active means max activation above about 30%; further: 0% is about no effect; mostly tested at two doses, the higher about 12 µM
Target sequence (P35462 whole entry, looked up): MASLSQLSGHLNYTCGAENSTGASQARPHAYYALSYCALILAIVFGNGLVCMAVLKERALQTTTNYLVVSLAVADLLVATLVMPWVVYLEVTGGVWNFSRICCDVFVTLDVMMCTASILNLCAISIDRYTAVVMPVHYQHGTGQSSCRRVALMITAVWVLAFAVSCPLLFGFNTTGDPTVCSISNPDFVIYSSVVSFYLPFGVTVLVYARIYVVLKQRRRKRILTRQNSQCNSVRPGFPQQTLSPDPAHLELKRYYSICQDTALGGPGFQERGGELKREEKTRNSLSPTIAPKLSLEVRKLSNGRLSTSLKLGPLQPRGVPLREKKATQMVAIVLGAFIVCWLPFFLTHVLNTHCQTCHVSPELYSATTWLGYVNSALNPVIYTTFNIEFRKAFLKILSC
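Agonist-mode cell screen: cells plated at 1500/well and incubated overnight at 37 °C, then exposed to library compounds for 90 min at 37 °C. Detection reagent was added for 30–60 min at room temperature, and luminescence was read.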
HEK293 tox – qHTS of GLP-1 Receptor Inverse Agonists: Cytotox Screen. HEK293 cAMP-luciferase reporter cells, luminescence, 24 h. Potency, µM (series often up to 38.3 µM), inactives show at the highest dose activity change, negative = inhibition, actives largely listed as inhibitors. actives 0.13% (n = 410,000). AID 624418, 2012;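 further: loss of luciferase light is scored as toxicity; potency means the concentration at half of the fitted maximal effect; on the % scale 0 is the no-effect control and ±100 the full control effect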
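Here, cytotoxicity is scored as loss of luminescence. The MLSMR collection was tested on cells seeded in medium containing 10% Nu serum, with a 24 hr compound exposure preceded by 12 hours of culture.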
GLP-1R inv ag – qHTS of GLP-1 Receptor Inverse Agonists (Inhibition Mode) | Potency, µM (series often up to 38.3 µM), for the others: at the top dose activity change, negative = inhibition, hits mostly inhibitors | HEK293 GLP-1R CRE-luciferase, luminescence, 24 h; GLP-1R form is constitutively active | actives 1.6% (n = 410,000) | AID 624417, 2012 | Glucagon-like peptide 1 receptor (Homo sapiens), P43220; further: potency means the concentration at half of the fitted maximal effect; on the % scale 0 is the no-effect control and ±100 the full control effect; nearly all actives have a fitted effect of over 55% in size
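Cells are plated, allowed 12 hours at 37 deg C, then treated with compounds for 24 hr before luciferase detection reagent is added and luminescence is read after 12 min at room temperature. The HEK293 line carries constitutively active GLP-1R with a cAMP-responsive reporter.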
TDP-43 yeast inh – qHTS of TDP-43 Inhibitors. TDP-43 expressing yeast growth rescue, BacTiter-Glo, 24 h. Potency, µM (top dose mostly 46.1 µM), for the others: top-dose growth rescue (activation), hits mostly activators. actives 1.8% (n = 410,000). AID 652104, 2013; further: potency means the concentration at half of the fitted maximal effect; % of control where 0% means no effect; nearly all actives have a fitted effect of over 50% in size
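Galactose-induced TDP-43 yeast, OD600=0.02, compound pinned; 24 hr, 30 deg C; BacTiter-Glo luminescence for growth. Inhibitors of TDP-43 toxicity read as activators.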
aSyn rescue – qHTS of alpha-syn Inhibitors. Yeast expressing alpha-synuclein, growth rescue, BacTiter-Glo, 24 h. Potency, µM (top dose mostly 46.1 µM), inactives show at the top dose growth rescue (activation), hits mostly activators. actives 0.14% (n = 370,000); further: potency means the concentration at half of the fitted maximal effect; % of control where 0% means no effect; nearly all actives have a fitted effect of over 65% in size
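Rescue of yeast growth: cells expressing toxic alpha-synuclein, induced in galactose at OD600 0.02, incubated with compound 24 h at 30 C. ATP luminescence quantified growth; inhibitors of toxicity appear as activators.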
KB-V1 MDR tox – qHTS assay for MDR1-selective chemotherapeutics: Primary screen using the drug-selected MDR subline cells KB-V1 | KB-V1 MDR cells viability, CellTiter-Glo, 72 h | Potency, µM (highest dose often 46.1 µM), for inactives: at the highest dose activity change, negative = cytotoxicity, hits mostly cytotoxic | actives 3.4% (n = 400,000); further: potency means the concentration at half of the fitted maximal effect; on the % scale 0 is the no-effect control and ±100 the full control effect; nearly all actives have a fitted effect of over 60% in size
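Luminescent ATP read-out (CellTiter-Glo, 10 min) measures survival of drug-selected KB-V1 MDR cells after 72 h, 37 degrees C compound exposure. Medium: phenol-red-free DMEM, 10% FBS. Values from fitted concentration-response curves.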
GLP1R ag – qHTS of GLP-1 Receptor Agonists. actives 0.007% (n = 380,000). Potency, µM (titrated, usually from 45.6 µM), for inactives: at the top dose activation, usual class: activators. Glucagon-like peptide 1 receptor (Homo sapiens), P43220. HEK293 GLP-1R CRE-luciferase, luminescence, 4-6 h; cells express a hypersensitive GLP-1R form; further: potency means the concentration at half of the fitted maximal effect; % of control where 0% means no effect
DRD3 antagonist – qHTS of D3 Dopamine Receptor Antagonist: qHTS | actives 2.5% (n = 360,000) | D3R cells, DiscoveRx beta-arrestin luminescence, antagonist mode; hits give low values | max response, negative = inhibition, % | D(3) dopamine receptor (Homo sapiens), P35462; in the data active means max response below about -50%; inconclusive means no clear call, values can overlap the other calls; further: on the % scale 0 is the no-effect control and ±100 the full control effect; mostly tested at two doses, the higher about 12 µM
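Cells expressing the human receptor were seeded at 1500 cells/well, incubated overnight at 37 degrees C in 5% CO2, then exposed to library compounds with dopamine controls for 90 minutes at 37 degrees C before luminescent detection.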
PTHR1 agonist – qHTS for PTHR1 Agonists: Primary Screen. Parathyroid hormone/parathyroid hormone-related peptide receptor (Homo sapiens), Q03431. HEK293 GP2 PTHR1 cells, GloSensor cAMP luminescence, 1 h. Potency, µM (highest dose often 115 µM), without a hit: at the highest dose activation, usual class: activators. actives 0.075% (n = 410,000). AID 743266, 2014; further: potency means the concentration at half of the fitted maximal effect; nearly all actives have a fitted effect of over 55% in size; some results filed as inactive show a strong effect at the top dose; inactives centre near -15; many of its hits are not listed in these tables
Target sequence (Q03431 whole entry, looked up): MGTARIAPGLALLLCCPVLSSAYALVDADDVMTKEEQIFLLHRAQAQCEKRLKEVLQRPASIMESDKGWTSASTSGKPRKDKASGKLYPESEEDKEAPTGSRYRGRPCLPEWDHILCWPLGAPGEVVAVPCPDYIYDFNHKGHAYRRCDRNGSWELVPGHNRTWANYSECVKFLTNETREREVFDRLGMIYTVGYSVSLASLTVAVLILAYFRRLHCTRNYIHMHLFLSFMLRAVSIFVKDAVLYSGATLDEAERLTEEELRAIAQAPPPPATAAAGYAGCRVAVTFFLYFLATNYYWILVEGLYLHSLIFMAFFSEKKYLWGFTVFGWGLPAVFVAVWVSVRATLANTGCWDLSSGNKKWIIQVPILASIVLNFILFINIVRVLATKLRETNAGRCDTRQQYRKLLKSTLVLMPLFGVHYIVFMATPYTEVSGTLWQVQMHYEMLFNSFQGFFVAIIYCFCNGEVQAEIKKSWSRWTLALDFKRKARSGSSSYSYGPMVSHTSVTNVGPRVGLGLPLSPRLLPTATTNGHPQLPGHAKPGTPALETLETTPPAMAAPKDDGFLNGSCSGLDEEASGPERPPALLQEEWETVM
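HEK-293-derived GP2 cells expressing PTHR1 and a GloSensor cAMP reporter, 3,000/well, plated overnight, given luciferin plus IBMX (each 0.5 mM as added) for 1 h at 37 °C, then compound for 1 h at 37 °C. Luminescence was read after 15 min at room temperature.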
Starred values were filed as active, the others as inactive; i = inactive; ? = inconclusive; · = not tested or not shown; & = joins results of further samples; [ ] = dose if it differs, or a comment. Unless noted, the call rests on the fitted dose curve; in most records, active means well fitted curve in the direction sought with a large enough effect; inconclusive means small, poorly fitted or top-dose-only effect, or another doubt; inactive means no such curve, though single readings can be large; an effect the other way counts as inactive or inconclusive. An excerpt; rates above refer to the full screens.

The line under a structure holds: TDP-43 yeast inh | aSyn rescue | KB-V1 MDR tox | GLP-1R inv ag | PTHR1 agonist | GLP1R ag | DRD3 agonist | HEK293 tox | DRD3 antagonist
O=C(COc1ccc2ccc(=O)oc2c1)Nc1cc([N+](=O)[O-])ccc1F
  22.4% | -0.5% | 1.2% | 25.8% | i | -3.1% | 5.8 | 5.9% | 0.6
Cc1ccc(NC(=O)CCc2c(C)nn(-c3ccc(N4CCCCC4)nn3)c2C)cc1C
  6.1% | 2.8% | -9.4% | ? | -26.1% | -5.8% | 0.8 | -22.5% | 15.6
CSc1cccc(NC(=O)C2C3C=CC4(O3)C2C(=O)N(CCN2CCOCC2)C4C(=O)NC2CCCCC2)c1 (stereo unspecified)
  7.4% | 4.0% | ? | 8.4% | i | 5.1% | -4.2 | 0.6% | 0.7
COc1ccc(OC)c(NC(=O)CNC(=O)Cn2ccc3ccccc3c2=O)c1
  5.5% | 0.1% | 4.6% | 2.2% | -21.2% | 0.0% | 1.0 | -8.8% | -14.0
O=C(c1cccc(S(=O)(=O)Nc2ccc(F)cc2)c1)N1CCCC1
  -14.1% | -0.5% | -13.3% | -19.3% | -4.3% | -5.7% | 0.0 | 14.9% | -0.5
Clc1ccc(C=NNc2ccccn2)c(Cl)c1
  22.6% | 4.2% | -13.2% | ? | -20.1% | 1.1% | 2.8 | -20.0% | -0.3
CN1CCN(C2=Cc3ccccc3Sc3cc(F)c(F)cc32)CC1
  -8.4% | 12.4% | -20.4% | ? | i | -1.5% | 1.9 | ? | -61.7*
O=C(CCc1nnc2ccc(NCc3ccc(F)cc3)nn12)NC1CCCC1
  2.0% | -2.0% | 20.9% | 1.5% | i | 8.5% | 6.2 | -3.7% | -9.5
CCCCS(=O)(=O)c1sc2nc3c(cc2c1N)CCCC3
  -10.0% | -2.6% | ? | 0.0% | i | 26.3% | 0.7 | -1.3% | -18.6
Cc1ccc(CNC(=O)CC2Oc3ccccc3NC2=O)cc1 (stereo unspecified)
  17.9% | · | · | -6.9% | i | · | 2.7 | -0.2% | ·
COC(=O)C(=O)/C=C(\O)c1c(C)cc(C)cc1C
  ? | 20.8% | 17.2% | 15.1% | -8.0% | -0.6% | 3.5 | -8.6% | 5.1
CC(=O)c1ccc(OC(C)C)c(CC(C(N)=O)C(N)=O)c1
  -4.6% | 4.8% | 14.6% | -5.6% | i | -7.4% | 0.6 | -3.9% | 0.2
CCOC(=O)C1(Cc2ccc(Cl)cc2)CCN(C(C)Cc2ccc(O)c(OC)c2)CC1 (stereo unspecified)
  -5.9% | 1.3% | 4.3% | ? | -79.6% | -1.9% | -9.7 | ? | ?
O=C(NCc1ccccc1F)C1CCCN(c2cnccn2)C1 (stereo unspecified)
  15.7% | -12.3% | -16.3% | 1.8% | -11.2% | 10.7% | 2.5 | 3.7% | 8.7
Cc1nnc(SCC(=O)c2ccc(S(=O)(=O)N3CCOCC3)cc2)n1-c1ccccc1
  -6.9% | -0.9% | -26.1% | 0.0% | i | -5.6% | -4.3 | 4.5% | ?
COc1ccc(C)cc1NC(C)C(=O)NC(=O)NC1CCCCC1 (stereo unspecified)
  0.6% | -1.0% | · | ? | -2.5% | -1.5% | -13.6 | 15.3% | -5.7
O=C(COC(=O)CN1C(=O)NC2(CCCC2)C1=O)NCc1ccc(Cl)cc1Cl
  0.4% | 2.1% | ? | 0.4% | -17.1% | -3.3% | -1.9 | -0.1% | -7.0
C#CC1CN(Cc2ccccc2)CC(C#C)N1C (stereo unspecified)
  -17.5% | -13.5% | -12.4% | 7.8% | i | 2.7% | -0.5 | -8.6% | 0.0
CCCCc1nc(SCC(=O)N2CCOCC2)c2c(=O)n(C)c(=O)n(C)c2n1
  10.4% | 8.9% | -50.0% | -14.6% | -5.4% | -1.4% | 9.8 | -9.0% | 5.4
O=c1c2ccccc2sn1-c1ccccc1F
  -94.8%[inhibitor] | -80.0%[inhibitor] | ? | 14.1µM* | -31.8%[inhibitor] | -4.6% | -14.3 | 10µM* | ?
CC(OC(=O)C1CCN(S(=O)(=O)c2ccc3c(c2)OCCO3)CC1)C(=O)NC1(C#N)CCCCC1 (stereo unspecified)
  4.3% | -6.9% | 28.2% | -3.1% | i | 8.4% | -2.5 | 3.8% | 10.0
O=C(OC1CCOC1=O)c1cc(-c2cccc(Br)c2)nc2ccccc12 (stereo unspecified)
  ? | 10.6% | 2.6% | -2.3% | i | 10.3% | -10.9 | -1.2% | -1.1
CC(C)c1nc2scc(-c3ccc(Cl)cc3)c2c(=O)n1N
  14.1µM* | 14.3% | ? | ? | -13.9% | 19.9% | 10.2 | 4.0% | 53.3
COc1ccc(Cl)cc1NC(=O)CCN1C(=O)C2C3C=CC(C4CC34)C2C1=O (stereo unspecified)
  ? | 1.3% | ? | ? | i | 13.1% | -8.4 | -5.5% | -13.2
COc1ccc(C)cc1NC(=O)N1CCN(S(=O)(=O)c2ccc3c(ccn3C)c2)CC1
  5.9% | 2.6% | -28.9% | 2.3% | -25.2% | -0.6% | -17.9 | -2.7% | ·
CC(C)(C)NC(=O)C1CCN(C(=O)c2ccc(Br)cc2)CC1
  -9.1% | 1.8% | ? | -13.6% | i | -9.6% | 2.3 | -4.1% | 14.0
CCCCOC(=O)Cn1cnc2ccc(Br)cc2c1=O
  -7.2% | 15.9% | 37.3% | -5.9% | -5.0% | 5.5% | 0.6 | -9.5% | -29.3
CCc1ccc(CNC(=O)CCCN2C(=O)c3cccnc3Oc3ccc(Cl)cc32)cc1
  ? | · | 6.9% | -3.4% | -17.9% | · | 5.9 | -4.6% | ·
N=C1S/C(=C\c2ccc(O)cc2)C(=O)N1c1ccc(F)cc1
  -7.0% | 0.0% | -13.7% | 130.2%[activator] | i | 25.4% | 0.0 | -7.1% | -14.0
CCOC(=O)c1ccc(N(CC(=O)NCC2CCCO2)C(=O)CCC(=O)Nc2cc(C)on2)cc1 (stereo unspecified)
  -20.8% | 1.0% | 14.1% | 19.1% | 4.0% | -0.3% | 21.6 | 19.2% | -16.1
Cn1nc(C(C)(C)C)cc1NC(=O)C1(C)CCN1C(=O)CC(c1ccccc1)c1ccccc1 (stereo unspecified)
  ? | 10.1% | -1.3% | -27.4% | i | 9.7% | 1.1 | -11.2% | -10.2
CC(C)NC(=O)CC(=O)N/N=C/c1ccccc1F
  1.5% | 1.0% | 27.2% | -2.9% | i | -18.4% | 1.0 | 0.1% | 9.3
O=C(NCCC1CCCCN1S(=O)(=O)c1ccccc1)C(=O)NCc1ccccc1 (stereo unspecified)
  -13.4% | -6.9% | 0.0% | ? | -23.6% | 8.0% | -4.8 | -5.4% | -2.4
N#C/C(=N\Nc1ccc(S(=O)(=O)N2CCc3ccccc32)cc1)C(N)=S
  -5.4% | -6.7% | 0.4% | ? | -42.1%[inhibitor] | -3.3% | 3.1 | ? | -7.5
COc1ccc(CNC(=O)Cn2nc(-c3ccc4c(c3)OCCO4)ccc2=O)cc1
  -18.1% | -2.7% | -2.6% | 28.5% | -21.4% | 10.2% | -10.1 | 11.4% | -11.7
O=C(O)c1ccc(/C=N/Nc2cccc(C(F)(F)F)c2)cc1
  ? | -62.1%[inhibitor] | -12.0% | ? | -24.6% | 3.3% | 2.0 | ? | 0.5
Cc1ccccc1-n1ncc2c1CC(C)(C)CC2NC(=O)c1cn[nH]c1C (stereo unspecified)
  -7.8% | -7.2% | ? | 0.8% | i | 0.7% | -0.6 | -7.3% | -13.2
Cc1ccc(/C=C2\C(=N)N3N=C(CC(=O)N4CCCCC4)SC3=NC2=O)cc1
  -26.6% | -5.0% | -1.0% | 11.0% | -68.7%[inhibitor] | -1.0% | -2.3 | 0.1% | -10.8
CCOc1ccc(NS(=O)(=O)c2ccc3c(c2)CCN3C(C)=O)cc1
  -11.7%&-6.8% | -7.9% | 5.5%&13.7% | 5.0%&-7.4% | -44.5%&-35.1%[inhibitor] | 3.2%&0.6% | -31.3&-8.2 | -1.2%&5.0% | 0.0
COc1ccc(CNc2ccc3cn[nH]c3c2)c(OC)c1OC
  -2.3% | 8.3% | -17.7% | 0.0% | i | 7.1% | 12.4 | -10.2% | -3.1
CCC(=O)N1c2nc(-c3ccco3)nn2C2(CCCCC2)[C@@H]2CCCC[C@@H]21
  -12.5% | · | · | -10.8% | 0.3% | · | -2.1 | -3.0% | ·
C/C(=N\NC(=O)CN1CCN(Cc2ccc(C)cc2)CC1)c1ccncc1
  8.0% | 0.9% | ? | 0.1% | i | -2.7% | -0.3 | -2.2% | 13.3
O=C(/C=C/c1ccc(Cl)c(Cl)c1)N1CCOCC1
  25.8% | 1.9% | 0.9% | -8.5% | -78.1%[inhibitor] | -1.3% | -2.3 | 2.1% | -0.1
CC1(C)CC(=O)C=C(c2n[nH]nc2C2=CCCCC2)C1
  17.1% | 0.6% | 0.3% | 4.6% | -6.3% | 7.3% | -12.9 | -6.8% | -14.7
COc1ccc(N=C2SCC(c3ccccc3)=NN2C)cc1
  20.0% | -0.1% | -0.1% | ? | i | 12.7% | -11.3 | 2.5% | -1.0
CCOC(=O)c1ccc(N2CCN(c3cc(Cl)ccc3C)CC2)c(NC(=O)Nc2cccc(OC)c2)c1
  4.5% | · | · | -8.5% | -20.3% | · | 6.5 | 0.7% | ·
Oc1ccc(/C=N/Nc2nc(-c3ccccc3F)nc3ccccc23)c(O)c1
  ? | 8.1% | -15.3% | ? | -12.9% | 1.9% | 9.6 | -0.1% | 73.5
